Source: PubChem
rCAG binder – binds r(CAG) RNA repeats. r(CAG) RNA repeat, TO-PRO-1 dye displacement fluorescence. inhibition, % at 3 µM. AID 651821. 1.3% of 370,000 active;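 active = inhibition above the plate cutoff, the mean of all test compounds on that plate plus 3 SD, cut at about 35% in these data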;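 note: 0% = DMSO alone and 100% = 100 µM mitoxantrone as full dye displacement; higher means more dye released from RNA so lower well fluorescence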
NPR2 activator – GC-B (human) receptor activation; P20594; HEK293-GC-B cells, CNP EC30, cGMP TR-FRET; 0% at EC30 CNP, 100% saturating CNP; activation, % at 10 µM; 0.11% of 370,000 active;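 active = activation at 10 µM reaching about 35% in either raw or pattern-adjusted values, limit read from the data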
proKLK7 act – activators of human kallikrein-7 zymogen; P49862; AID 652039; purified proKLK7, EDANS-DABCYL substrate fluorescence; 100% is mature enzyme control, 0% vehicle; activation, % at 7 µM; 0.9% of 370,000 active;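 active = activation above the mean of all tested compounds plus 3 SD, computed per campaign excluding outliers beyond control limits, cut at about 13% in these data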
Target sequence (P49862 whole entry, looked up): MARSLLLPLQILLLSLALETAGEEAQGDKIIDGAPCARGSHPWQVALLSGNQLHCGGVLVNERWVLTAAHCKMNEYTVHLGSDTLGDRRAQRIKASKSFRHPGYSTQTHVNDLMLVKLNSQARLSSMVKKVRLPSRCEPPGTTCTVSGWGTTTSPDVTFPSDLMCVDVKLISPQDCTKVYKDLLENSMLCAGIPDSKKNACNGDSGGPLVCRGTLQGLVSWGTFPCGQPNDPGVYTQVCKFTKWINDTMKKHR
ASAP1 inh – inhibitors of human ASAP1 ArfGAP activity; Q9ULH1; ASAP1-stimulated ARF1 GTP hydrolysis, GDP FP detection; inhibition, % at 16.5 µM; 0.19% of 360,000 active; AID 624377; in the data active = inhibition above about 25%;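 note: 0% = vehicle with enzyme and substrate and 100% = no enzyme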
DDE Tn6 FP inh – DD(E)-Tn6 binding inhibition, primary FP screen; P02675; Fibrin DD(E) TRITC-Tn6 fluorescence polarization displacement; inhibition, % at 8.3 µM; 0.21% of 370,000 active; AID 720509;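 active = inhibition above a per-campaign cutoff: mean of compounds within control limits plus 3 SD, cut at about 15% in these data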;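 note: 0% = median of all compound wells on the plate and 100% = blocking peptide control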
NPR1 activator – GC-A (human) enzyme activation; P16066; HEK293 GC-A cells, cGMP TR-FRET, EC30 ANP; 0% at EC30 ANP, 100% saturating ANP; activation, % at 10 µM; 0.14% of 370,000 active; AID 1671463; in the data active = activation above about 40%
sPLA2-III inh – Blocks human group III sPLA2 activity; AID 743126; Q9NZ20; inhibition, % at 12.2 µM; QFRET BODIPY PC-A2 liposome hydrolysis, fluorescence; 0.56% of 370,000 active;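 active = inhibition above mean plus 3 SD of compounds lying within the high and low control bounds, cut at about 19% in these data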;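 note: 0% = median of test compound wells and 100% = no enzyme DMSO wells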
ADAM10 inh – inhibits human ADAM10; recombinant ADAM10, EDANS/DABCYL FRET peptide cleavage, 3 h; inhibition, % at 7 µM; 0.62% of 370,000 active; AID 720582;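 active = inhibition above a per-campaign cutoff equal to the mean of compounds falling between control-based bounds plus 3 SD, cut at about 20% in these data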;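 note: 0% = DMSO wells while the 100% control is not disclosed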
Target sequence (O14672 214-748 limits assumed): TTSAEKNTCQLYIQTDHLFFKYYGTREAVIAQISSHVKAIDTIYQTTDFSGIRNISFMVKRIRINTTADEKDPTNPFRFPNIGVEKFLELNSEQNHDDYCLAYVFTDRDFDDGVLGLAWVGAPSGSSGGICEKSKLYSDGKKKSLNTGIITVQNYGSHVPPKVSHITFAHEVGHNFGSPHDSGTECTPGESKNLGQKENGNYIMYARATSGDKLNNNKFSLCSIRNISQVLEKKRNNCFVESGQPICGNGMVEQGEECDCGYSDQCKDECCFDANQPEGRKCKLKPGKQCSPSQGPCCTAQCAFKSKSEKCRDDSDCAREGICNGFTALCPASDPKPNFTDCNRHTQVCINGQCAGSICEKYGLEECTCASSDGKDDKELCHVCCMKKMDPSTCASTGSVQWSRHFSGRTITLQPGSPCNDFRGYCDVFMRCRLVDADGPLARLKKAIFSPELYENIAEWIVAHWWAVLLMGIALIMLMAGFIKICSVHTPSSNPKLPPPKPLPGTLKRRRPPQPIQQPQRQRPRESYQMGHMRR
FXN GAA850 act – increases GAA850 frataxin promoter reporter activity; HEK293 lucGAA850 FXN promoter luciferase reporter, 24 h; percent of 10 µM SAHA response; activation, % at 6 µM; 0.56% of 360,000 active; AID 540364;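 active = activation above the average of all compounds screened plus 3 SD, cutoff fixed separately per campaign, cut at about 7.5% in these data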;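 note: 0% = DMSO wells and 100% = 10 µM SAHA wells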
ARFGAP1 inhibitor – rat ARFGAP1 inhibition; Arfgap1-stimulated ARF1 GTP hydrolysis, GDP FP detection; AID 651572; 0.26% of 360,000 active; inhibition, % at 16.5 µM;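 active = inhibition above a per-plate limit, mean inhibition of low control wells plus 3 SD, cut at about 25% in these data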;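 note: 0% = DMSO wells with enzyme and 100% = wells lacking Arfgap1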
Target sequence (Q62848 1-136 limits assumed): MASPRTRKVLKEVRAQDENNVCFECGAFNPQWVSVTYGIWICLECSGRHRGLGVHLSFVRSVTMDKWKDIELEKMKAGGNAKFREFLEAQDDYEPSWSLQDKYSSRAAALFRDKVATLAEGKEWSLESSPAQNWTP
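material = rat Arfgap1 catalytic domain, aa 1-136 | also added = human ARF1(Δ1-17)-GTP substrate | compound dosing = one concentration, 16.5 µM, DMSO 1.26% | times = GTP hydrolysis reaction 2 h at 25 °C | measured by = FP, GDP Alexa 633 tracer displaced from anti-GDP antibody, 620/688 nm | evaluation = percent inhibition of Arfgap1-stimulated GTP hydrolysis | replication = single well per compound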
* hit, by the source's call; i = inactive; . = no result given.

The line under a structure holds: rCAG binder	NPR2 activator	proKLK7 act	ASAP1 inh	DDE Tn6 FP inh	NPR1 activator	sPLA2-III inh	ADAM10 inh	FXN GAA850 act	ARFGAP1 inhibitor
COc1ccc(-c2cnc3c(NC(C)=O)cc(-c4ccccc4CN(C)C)cn23)cc1OC
    2	-1	7.9	7	-1	-1	-8	-201	0.7	-1
CCO[C@H]1c2c(ccc3ccc(=O)oc23)OC(C)(C)[C@H]1O
    0	6	1.8	-2	4	3	5	-281	-0.1	-2
COCCCNC(=O)CC1C[C@H](C(=O)N2CCOCC2)[C@@]2(CCC3CCCC3)c3[nH]c4ccc(OC)cc4c3CCN2C1=O (stereo not given in full)
    1	-6	-0.2	-17	-2	-3	3	4	-0.7	-1
O=C(CSC(=S)N1CCCC1)c1ccccc1
    -4	4	0.5	-3	11	5	-16	-3	-1.0	15
O=C(CCN1C(=O)CSC1=O)Nc1ccccc1
    0	6	0.4	17	6	0	-1	4	-1.0	21
O=C(CNC(=O)c1cccs1)N/N=C/c1cccc(Br)c1
    4	-6	0.3	-8	3	-1	-3	0	0.9	-12
CCCNC(=O)C1(C)CCCN(C(=O)c2cccc(OC(C)=O)c2C)C1 (stereo not given)
    2	1	-0.2	10	3	-2	2	-8	1.1	-1
COCC(C)OC(=O)/C(C#N)=C\c1coc2ccc(C)cc2c1=O (stereo not given)
    -3	-5	-51	7	5	-1	-1	-98	0.9	12
COc1ccc(-c2nnc3sc(-c4ccco4)nn23)cc1OC
    3	15	-0.3	3	15*	14	-3	-6	3.4	-7
O=C(NCCCN1CCOCC1)c1cnn2c(-c3ccccc3)cc(-c3ccccc3)nc12
    -4	-6	-3.0	0	9	2	-11	i	-3.7	-2
COC(=O)[C@]12C[C@H](CC(=O)N3CCN(C(=O)c4ccco4)CC3)C(=O)N(Cc3ccc4c(c3)OCO4)C1=C[C@H](C(C)(C)C)O[C@@H]2C
    3	-2	0.4	-14	3	-2	5	-5	.	10
COc1ccccc1NOC(=O)CCOc1ccccc1
    0	-4	-0.1	11	4	1	-5	-5	-0.1	-11
CCOC(=O)/C(=N\Nc1cc(Cl)ccc1Cl)N1CCOCC1
    -2	-10	-0.4	-1	1	-11	1	0	1.5	3
O=C1c2cccnc2C(O)N1Cc1cccs1 (stereo not given)
    1	-3	-0.2	3	3	-2	6	1	0.8	0
CCOC(=O)[C@]12CCCC=C1N(CCc1ccc(OC)c(OC)c1)C(=O)[C@H](CC(=O)NCCc1ccccc1OC)C2
    3	3	0.2	-5	-4	4	-13	11	.	-8
COc1cccc(S(=O)(=O)N(C)C[C@H]2OCc3cnnn3CCCC(=O)N([C@H](C)CO)C[C@@H]2C)c1
    2	-2	0.6	3	8	-1	0	-3	-2.0	-5
COc1ccc(OC)c(N(CC(N)=O)S(=O)(=O)c2ccc(OC)c(OC)c2)c1
    -3	4	0.3	-2	6	-2	1	-6	-0.5	-14
c1ccc(CN2OCC3Cn4c(nc5ccccc54)C32)cc1 (stereo not given)
    2	2	0.0	-4	0	0	6	-2	0.1	4
Cc1ccc(C(=O)COC(=O)COc2ccccc2O)cc1C
    4	-3	-0.1	-1	-1	0	7	-9	0.2	1
CC(C)N(C(=O)COC(=O)CNS(=O)(=O)c1ccccc1F)c1ccccc1
    -8	-2	0.2	11	-7	-1	-1	0	0.1	4
CCOC(=O)C1=CN(CC2CCCO2)C=C(C(=O)OCC)C1c1ccccc1C(F)(F)F (stereo not given)
    -2	-7	-6.8	-8	5	-12	0	-244	0.8	-15
O=C(COC(=O)c1cnccn1)c1ccc(OC(=O)c2ccccc2)cc1
    1	5	0.3	10	-7	5	10	-4	1.2	-4
Cc1nc2ccccc2c(=O)n1/N=C/c1ccc(O)cc1O
    -1	2	-2.6	-10	4	4	0	-14	0.0	5
O=S(=O)(c1cccc2cccc(Cl)c12)N1CCCC1
    -2	-2	-0.1	-3	2	1	4	-3	3.6	17
Cn1c(=O)c(C(=O)c2ccccc2)nc2ccccc21
    -3	0	0.3	-11	2	-2	-5	0	0.8	-6
COc1ccc(/C=N\NC(=O)C2COc3ccccc3O2)cc1O (stereo not given)
    1	-4	-0.7	8	-3	0	-25	-15	-0.8	4
COc1ccc(C(=O)COC(=O)[C@@H](NS(=O)(=O)c2ccccc2)C(C)C)cc1
    0	-7	0.0	18	0	2	-20	3	0.5	6
OCCC1CN(Cc2cccn2-c2ccccn2)CCN1Cc1ccccc1 (stereo not given)
    -8	-2	0.6	0	0	-2	4	-10	0.2	5
O=C(Cc1ccccc1[N+](=O)[O-])NCc1ccco1
    2	3	0.1	-8	8	0	0	-4	2.7	12
CC(=O)O[C@H]1C(=O)[C@@]2(C)[C@H]([C@H](OC(=O)c3ccccc3)[C@]3(O)C[C@H](OC(=O)[C@H](O)[C@@H](NC(=O)c4ccccc4)c4ccccc4)C(C)=C1C3(C)C)[C@]1(OC(C)=O)CO[C@@H]1C[C@@H]2O
    9	1	0.2	-3	-7	2	-11	9	-9.1	1

Exported as labelled records: entries from further up
> COCC(C)OC(=O)/C(C#N)=C\c1coc2ccc(C)cc2c1=O (stereo not given)
  rCAG binder: -3
  NPR2 activator: -5
  proKLK7 act: -51
  ASAP1 inh: 7
  DDE Tn6 FP inh: 5
  NPR1 activator: -1
  sPLA2-III inh: -1
  ADAM10 inh: -98
  FXN GAA850 act: 0.9
  ARFGAP1 inhibitor: 12

> COc1ccc(-c2nnc3sc(-c4ccco4)nn23)cc1OC
  rCAG binder: 3
  NPR2 activator: 15
  proKLK7 act: -0.3
  ASAP1 inh: 3
  DDE Tn6 FP inh: 15*
  NPR1 activator: 14
  sPLA2-III inh: -3
  ADAM10 inh: -6
  FXN GAA850 act: 3.4
  ARFGAP1 inhibitor: -7

> O=C(NCCCN1CCOCC1)c1cnn2c(-c3ccccc3)cc(-c3ccccc3)nc12
  rCAG binder: -4
  NPR2 activator: -6
  proKLK7 act: -3.0
  ASAP1 inh: 0
  DDE Tn6 FP inh: 9
  NPR1 activator: 2
  sPLA2-III inh: -11
  ADAM10 inh: i
  FXN GAA850 act: -3.7
  ARFGAP1 inhibitor: -2

(next part)
The line under a structure holds: rCAG binder	NPR2 activator	proKLK7 act	ASAP1 inh	DDE Tn6 FP inh	NPR1 activator	sPLA2-III inh	ADAM10 inh	FXN GAA850 act	ARFGAP1 inhibitor
CCOc1cc(/C=N/NC(=O)C2CCCC2)ccc1O
    -3	-5	-6.2	-18	-4	2	4	-13	0.3	6
Cc1cc(C)n(C(=O)CN2C(=O)CCC2=O)n1
    0	-5	0.0	-3	5	3	-6	-2	-0.1	-1
Cc1cc(=O)c2c(ccc3c(=O)cc(C)[nH]c32)[nH]1
    3	7	1.7	5	1	9	0	-46	.	-3
CC(=O)Nc1ccc(S(=O)(=O)N(C)CC(=O)N/N=C/c2ccc(C(=O)O)cc2)cc1
    1	-1	0.9	4	-6	1	3	2	1.0	-10
COc1ccc(CN2C3CCCC2CC(NC(=O)Nc2cccc(C)c2)C3)cc1 (stereo not given)
    3	-4	-0.4	16	3	-7	-8	6	-1.8	-1
CC1=C(C(=O)N2CCOCC2)CC(CC(=O)NC(c2ccccc2)c2ccccc2)C(=O)N1CCC1=CCCCC1 (stereo not given)
    4	-5	0.6	8	-1	0	0	2	.	11
OCC[C@H]1C[C@@H](O)[C@H](O)[C@@]2(CCCO2)O1
    4	2	-0.6	0	-8	-2	1	4	0.1	1
Cc1ccc2c(c1)nnn2C1CCN(CC(=O)N2CCN(c3ccc(F)cc3)CC2)CC1
    -10	1	0.3	-3	-2	4	-2	-8	0.4	-5
COc1ccc(O)c(C(=O)c2cnn(-c3ccccn3)c2)c1
    -1	5	-0.1	4	4	-2	-1	1	2.3	14
O=C(CSc1nc2ccccc2o1)NCc1n[nH]c(=O)c2ccccc12
    -3	0	-0.1	5	0	-4	4	3	1.2	7
CCCNC(=O)C1CC2Cn3c(nc4ccccc43)C2N1C (stereo not given)
    0	4	-0.1	5	-5	1	-1	-9	0.4	4
Cc1cc(C)c(C)c(S(=O)(=O)N[C@@H](C)C(=O)OCc2cc(=O)n3cc(Br)ccc3n2)c1C
    8	0	0.2	7	2	4	-20	-44	-0.5	-11
O=C(Nc1ccc2nsnc2c1)C1CC1
    -1	5	8.2	11	-6	2	5	-292	0.8	3
O=C(c1ccoc1)N1CCN(c2cc(-c3ccccc3)nc3cc(-c4ccc(Br)cc4)nn23)CC1
    6	-5	-2.9	5	-1	-3	-4	-66	0.0	4
O=[N+]([O-])c1ccc(NN=C(Oc2ccccc2)c2ccc([N+](=O)[O-])cc2)cc1
    4	-6	-0.5	3	-3	1	4	-10	-2.1	3
COc1ccc(-n2c(COc3cccc4ccccc34)nnc2SCC(=O)NCc2ccco2)cc1
    2	-17	-0.4	3	-6	-20	-23	15	0.9	14
CC(=O)N[C@@H](Cc1c[nH]c2ccccc12)C(=O)NCc1ccccc1
    0	2	-0.2	2	-2	-4	-8	-3	0.4	-8
CCOC(=O)c1c(-c2ccccc2)oc2ccc(O)c(CN3CCN(C)CC3)c12
    -6	-11	-1.1	8	-8	-22	-15	-4	-6.1	-1
COc1ccc(OC)c(NC(=O)c2cc3c(Cl)nc4ccccc4c3s2)c1
    4	-7	-0.1	-13	-6	-4	-2	-6	0.3	-9
COc1ccccc1N(CC(=O)N/N=C(\C)c1ccccc1O)S(=O)(=O)c1ccc(C)cc1
    9	-2	-1.2	-9	-9	0	17	12	-2.7	-2
COc1ccc(CCNC(=O)/C(C#N)=C2\N=C(NC(=O)c3ccco3)c3ccccc32)cc1
    2	3	0.2	-4	5	4	-8	-7	1.4	3
COc1ccc(C(=O)Nc2ccc3c(c2)OCO3)cc1OC
    0	4	0.0	7	-4	0	-4	4	5.0	-8
O=[N+]([O-])c1ccc(OCCCCN2CCCCC2)cc1
    3	0	-0.2	2	-4	-1	-6	3	3.1	-3
Cc1cccc(N(CC(=O)NC2CC3CCC2C3)S(=O)(=O)c2ccccc2)c1 (stereo not given)
    -9	-4	0.4	5	13	-6	6	12	1.5	3
COc1cccc(C(O)c2nc(-c3cnn(C)c3)cs2)c1 (stereo not given)
    0	1	-0.2	-7	1	1	-4	-2	2.2	5
O=C(NCc1ccccc1)/C(=C/c1ccco1)NC(=O)c1ccco1
    -2	-1	0.3	-3	2	3	-3	2	0.3	3
Cc1ccc(S(=O)(=O)N2CCCOC2CNC(=O)C(=O)NCc2ccc3c(c2)OCO3)cc1 (stereo not given)
    1	-1	-0.5	-7	3	2	-11	4	0.1	5
COc1cccc(-c2nn(C)c3sc(C(=O)NCc4ccc(C)o4)cc23)c1
    17	12	-6.5	6	3	12	-16	-141	-0.8	5
CCN(c1cccc(C)c1)S(=O)(=O)c1cnc[nH]1
    0	8	-0.2	5	-2	4	-15	-7	1.9	7
C/C(COc1ccccc1)=N\NC(=O)c1nnn(-c2nonc2N)c1CSc1ccccc1
    2	6	0.5	4	1	2	0	2	1.3	2
CSc1nnc(C(C)(C)C)c(=O)n1/N=C/c1ccc(C(C)C)cc1
    -1	-9	0.0	7	6	-3	-3	-4	1.5	14
COc1ccc(S(=O)(=O)N2CCOCC2)cc1C(=O)N1CCCC1
    -1	-2	-0.8	0	0	-2	7	1	-1.8	11
O=C(c1cc(-c2ccco2)on1)N1CCN(c2ccccc2)CC1
    6	4	0.4	0	-4	0	-6	-6	2.1	-3
